TcdB GH inh – inhibitors of Clostridioides difficile toxin B glycohydrolase. actives 0.24% (n = 350,000). P18177. inhibition, % at 9.99 µM. TcdB glycohydrolase enzymatic assay, plate reader; in the data active = inhibition above about 10%
Anthrax LF inh2 – blocks Bacillus anthracis lethal factor protease. multiplex microsphere protease cleavage assay, LF. inhibition, % at 10 µM. actives 0.12% (n = 360,000); note: plate controls were buffer without enzyme for full effect and enzyme alone for no effect
Target sequence (P15917 whole entry, looked up): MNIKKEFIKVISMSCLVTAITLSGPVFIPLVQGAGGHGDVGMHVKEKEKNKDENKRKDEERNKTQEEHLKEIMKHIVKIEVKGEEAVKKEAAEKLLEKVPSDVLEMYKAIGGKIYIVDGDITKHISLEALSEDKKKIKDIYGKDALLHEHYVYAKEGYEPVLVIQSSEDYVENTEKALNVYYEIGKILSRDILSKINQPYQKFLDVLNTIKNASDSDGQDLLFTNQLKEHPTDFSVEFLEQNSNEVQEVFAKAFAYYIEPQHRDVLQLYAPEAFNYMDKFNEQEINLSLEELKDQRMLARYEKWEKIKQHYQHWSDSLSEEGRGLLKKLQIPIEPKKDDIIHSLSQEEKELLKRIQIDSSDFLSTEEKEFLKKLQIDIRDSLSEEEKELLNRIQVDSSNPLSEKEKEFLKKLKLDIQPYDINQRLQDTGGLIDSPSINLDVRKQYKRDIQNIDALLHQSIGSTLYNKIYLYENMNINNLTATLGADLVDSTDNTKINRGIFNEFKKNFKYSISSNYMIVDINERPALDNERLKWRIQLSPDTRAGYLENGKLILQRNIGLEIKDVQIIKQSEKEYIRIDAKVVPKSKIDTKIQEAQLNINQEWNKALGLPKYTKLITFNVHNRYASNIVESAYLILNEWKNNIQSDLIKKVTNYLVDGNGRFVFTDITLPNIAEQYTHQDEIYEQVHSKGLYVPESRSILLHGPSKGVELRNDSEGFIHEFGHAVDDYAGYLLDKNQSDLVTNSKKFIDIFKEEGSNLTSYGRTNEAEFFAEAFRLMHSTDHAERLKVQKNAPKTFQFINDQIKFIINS
Yp Topo-I inh – blocks Yersinia pestis topoisomerase I activity; AID 504884; actives 0.064% (n = 360,000); Y. pestis Topo-I cleavage product accumulation, plate reader; activity, % at 10 µM; in the data active = activity above about 50%, passing the limit was not always enough; inconclusive = no clear call, values can overlap the other calls; note: inactives centre near 2
BoNT A protease – blocks Botulinum neurotoxin A light chain protease; multiplex microsphere protease substrate cleavage, flow cytometry; inhibition, % at 10 µM; actives 0.17% (n = 360,000); AID 588499; note: plate controls were buffer without enzyme for full effect and enzyme alone for no effect
PrPC TRFRET – reduces human prion protein on the cell surface; AID 720596; P04156; cell surface PrPC, TR-FRET read-out; inhibition, % at 13.8 µM; actives 0.43% (n = 370,000); in the data active = inhibition above about 24%; note: 0% = median of the test wells and 100% = reference compound wells
3CLpro inhibitor – SARS-CoV 3CLpro protease inhibition. AID 1706. inhibition, % at 6 µM. actives 0.14% (n = 290,000). recombinant SARS-CoV 3CLpro, quenched FRET peptide cleavage; in the data active = inhibition above about 12%
SSB-PriA inh – K. pneumoniae PriA-SSBct interaction inhibition; AlphaScreen SSBct-PriA binding, biotinylated peptide; AID 1272365; actives 0.6% (n = 430,000); inhibition, % at 33 µM; in the data active = inhibition mostly above about 37%, no sharp cut-off; inactive = mostly below about 20%;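 note: plate controls were negative control peptide for no effect and reference peptide for full effect; strong numbers were not always called active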
PfHsp40 rescue – rescue of PfHsp40-mediated yeast toxicity; S. cerevisiae expressing PfHsp40, growth rescue, ATP luminescence; growth rescue, % at 12.5 µM; actives 0.68% (n = 340,000); AID 504582; in the data active = growth rescue above about 28%, passing the limit was not always enough; inconclusive = no clear call, values can overlap the other calls;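 note: yeast W303a lacking pdr1 and pdr3 grown in galactose medium; growth measured after three days at 30 °C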
Vc quorum ag – quorum light induction in luxS cqsA deficient V. cholerae. activation, % at 18.7 µM. actives 0.16% (n = 350,000). AID 588436. V. cholerae BH1578 lux reporter, luminescence, 6 h; in the data active = activation mostly above about 9.7%, no sharp cut-off; inconclusive = no clear call, values can overlap the other calls; inactive = mostly below about 3.7%; note: not every result past the cut was called active; inactives centre near 0; reference of the scale not given here
Numbers without * were called inactive; i = inactive; ? = inconclusive; / = not tested or not shown; & = joins results of further samples. Cut-off read from the data, not from the text of the source, unless noted: active = inhibition above about 30%; inconclusive = no clear call, values can overlap the other calls; inactive = below that. Not all compounds are listed; rates above refer to the full screens.

SMILES	TcdB GH inh	Anthrax LF inh2	Yp Topo-I inh	BoNT A protease	PrPC TRFRET	3CLpro inhibitor	SSB-PriA inh	PfHsp40 rescue	Vc quorum ag
COc1ccc(OC)c(NC(=O)C2CC(=O)N(CCc3ccc(F)cc3)C2)c1 (stereo unspecified)	/	2	-2	0.1	/	/	3	0.2	3.2
COc1ccc(Cl)cc1N1C(=O)CC(N2CCN(S(=O)(=O)c3ccccc3F)CC2)C1=O (stereo unspecified)	1.0	0	0	-0.3	-1	/	1	-1.0	5.0
O=C(CSc1nnc(-c2ccccc2)n1-c1ccccc1)c1ccc[nH]1	/	-1	3	0.3	-1	-2	-17	0.5	-0.3
CCO[C@@H]1OC(C(=O)Nc2ccccc2)=C[C@H](c2ccc3c(c2)OCO3)[C@H]1CCCO	0.6&0.5	6	13	-0.1	5	-2	-10	0.4	10
C=CCSc1nnc(NC(=O)CCNC(=O)c2ccccc2Cl)s1	0.2	3	7	-0.1	-3	/	/	/	-0.8
O=C(N/N=C\c1ccccc1F)c1ccc(-c2ccccc2)cc1	0.0	-2	7	0.6	6	-2	/	-0.1	4.3
CCN(CC(=O)Nc1cc(OC)ccc1OC)Cc1nc2ccccc2c(=O)[nH]1	0.5	-6	-7	0.5	3	5	4	0.6	-0.3
COC(=O)[C@@]1(C#N)[C@@H]2C=CC(C(C)=O)=CN2[C@@H](C(N)=O)[C@@H]1c1ccc(F)cc1	0.2	-1	-1	-0.1	0	-3	1	0.7	0.9
Cc1cc(C)n2nc(C(=O)Nc3ccc(S(=O)(=O)N(C)C)cc3)nc2n1	0.7	-6	12	-1.5	1	2	-5	-0.2	-2.4
CC1CCN(S(=O)(=O)c2ccc(C(=O)Nc3nnc(-c4ccco4)o3)cc2)CC1	1.1	3	33	0.7	-5	-3	-6	0.0	-1.6
COc1ccc(N(CC(=O)NCc2ccc3c(c2)OCO3)S(=O)(=O)c2c(C)nn(C)c2C)cc1	3.7	1	15	-0.6	-5	-4	-8	-2.0	-1.2
CCn1cnc2c1c(=O)n(CC(=O)N1CCc3ccccc31)c(=O)n2Cc1ccccc1	/	-6	5	-1.4	4	0	-6	0.9	1.6
CC1(C)CC(=O)C2=C(C1)NC(=O)CC2c1cc2c(cc1Br)OCO2 (stereo unspecified)	/	0	3	0.3	-4	5	-7	-1.1	i
Cc1nn(CCO)c2ncc(C(=O)c3cc(F)ccc3O)cc12	0.8	4	3	0.2	10	-4	-12	0.0	-0.3
CCOP(=O)(OCC)C(c1ccccc1)N(C)C=O (stereo unspecified)	/	0	1	-1.3	-5	4	-13	-0.1	-0.5

Continued; the last two above are carried over.
SMILES	TcdB GH inh	Anthrax LF inh2	Yp Topo-I inh	BoNT A protease	PrPC TRFRET	3CLpro inhibitor	SSB-PriA inh	PfHsp40 rescue	Vc quorum ag
Cc1nn(CCO)c2ncc(C(=O)c3cc(F)ccc3O)cc12	0.8	4	3	0.2	10	-4	-12	0.0	-0.3
CCOP(=O)(OCC)C(c1ccccc1)N(C)C=O (stereo unspecified)	/	0	1	-1.3	-5	4	-13	-0.1	-0.5
CC1(C(=O)NCc2cccs2)Cc2c(-c3ccccc3)ccnc2O1 (stereo unspecified)	1.6	-2	8	-0.1	18	/	/	/	i
CCOC(=O)CC[C@H](NC(=O)Cn1cnc2c(NCc3ccccc3)ncnc21)C(=O)OCC	1.2	-6	-1	-0.4	1	/	-8	0.2	i
Cc1nc(N/N=C/c2ccc(O)cc2O)cc(N2CCOCC2)n1	-0.1	-4	-11	-0.8	-14	-5	/	-1.6	i
NC(=O)NC(=O)COC(=O)CNS(=O)(=O)c1ccc(F)c(F)c1F	0.9	-9	12	-0.5	2	-6	4	-1.3	i
CC(CCc1ccccc1)NC(=O)c1ccccc1C(=O)O (stereo unspecified)	1.7	4	14	1.8	-1	-1	-8	-1.1	-0.5
CCc1ccc(S(=O)(=O)NC(CC(=O)O)c2ccccc2)cc1 (stereo unspecified)	/	-2	-4	-0.6	1	-6	-8	-1.5	i
O=C(N/N=C/c1ccccc1)c1cc(-c2ccc3c(c2)OCO3)n[nH]1	0.1	0	1	0.0	-3	4	/	0.7	-0.5
CCn1ncc(/C=C/C(=O)Nc2c(C)nn(Cc3ccc(Cl)cc3Cl)c2C)c1C	/	-2	4	0.1	20	6	6	-0.7	-0.2
Cc1c(C(=O)N2CCOCC2)sc(NC(=O)c2ccc([N+](=O)[O-])cc2)c1C#N	0.5	-5	-7	0.5	-5	1	-5	-1.3	-0.5
CCOc1ccc(S(=O)(=O)NCCC(=O)NCc2ccncc2)cc1	-0.1	-2	6	0.4	2	/	9	-0.4	-0.7
CCCOC(=O)CCc1n[nH]c(=O)[nH]c1=O	/	1	8	0.1	1	-3	-5	2.4	i
COc1cc(NC(=S)NCCc2ccc(S(N)(=O)=O)cc2)c(OC)cc1Cl	-0.3	-9	1	-2.2	-4	2	10	-0.5	i
Cc1cccc(C)c1NC(=O)CN(c1ccccn1)S(=O)(=O)c1ccc(F)cc1	-0.6	1	-10	-1.0	5	2	-4	-0.8	-0.1
COc1cc(/C=N/NC(=O)c2ccncc2)ccc1OC(=O)c1ccccc1Cl	1.8	0	4	-1.1	3	-2	/	1.1	0.6
Cc1c(C=Nc2ccc(S(=O)(=O)CCO)cc2)c(O)[nH]c(=O)c1C#N	0.1	-3	-1	0.2	0	/	-3	-0.4	i
CCC1=C(OC(=O)N(CC)CC)N2C(=O)OC(=NCc3ccccc3)[C@]2(C)[C@H]2C1=CC[C@H]1C(=O)N(CC)C(=O)[C@H]12	1.0	-4	12	-0.4	-3	/	-7	0.1	i
COc1ccccc1-c1c(C)oc2c(CN3CCCC(C)C3)c(O)ccc2c1=O (stereo unspecified)	-1.1	-1	1	-2.6	-2	1	-1	0.8	i
CC(Oc1ccc(F)cc1)c1nnc(SCC(=O)N(c2ccccc2)C2CCS(=O)(=O)C2)o1 (stereo unspecified)	0.5	3	2	0.3	-6	/	1	-0.9	i
C=CCOc1ccc(/C=N\NC(N)=S)cc1	/	-1	4	-0.3	-1	-8	/	2.8	-0.3
CCC(=NNC(=O)c1cccc(S(=O)(=O)N2CCOCC2)c1)c1ccccc1	2.1	5	3	0.1	3	/	-16	-0.6	-3.2
COc1ccccc1NS(=O)(=O)c1cc(NC(=O)c2cnccn2)ccc1N1CCOCC1	1.3	-3	6	-1.7	-6	-1	-8	-0.4	-0.5
COc1ccc(Cl)cc1-n1c(N)c(C(N)=O)sc1=S	-1.3	-3	-5	0.1	/	3	8	-1.6	i
CCOC(=O)N1C2=NC(C(=O)OC)=C(C(=O)OC)[C@@H]3N(C)c4ccc(OC)cc4[C@]23C[C@H]1C(=O)OC	-2.6	-1	0	0.7	-5	/	-15	-2.1	1.3
CCn1c(SCC(=O)N/N=C/C=C\c2ccccc2[N+](=O)[O-])nnc1-c1ccccc1	/	-3	10	-1.1	-22	1	/	-0.8	-1.8
COc1ccc(S(=O)(=O)CC(O)CN2CCCC2=O)cc1 (stereo unspecified)	/	-3	4	-0.3	-1	-3	-10	-1.9	-0.4
Cc1ccc(NC(=O)Cn2nc([N+](=O)[O-])c(Br)c2C)cc1C	0.0	-4	5	-0.7	-6	2	-7	0.9	i
OCCCNc1ncnc2c1ncn2[C@H]1CN(C2CCCC2)C[C@@H](CO)O1	0.5	-5	-4	-0.4	-7	/	/	/	i
Cc1nnc(NC(=O)CCNC(=O)c2ccccc2Cl)s1	0.2	-4	-4	-0.8	6	3	-3	-0.7	-0.4
COc1cc(CC2C(=O)OCC2C(=O)c2ccc3c(c2)OCO3)cc(OC)c1OC (stereo unspecified)	0.9	-4	6	0.0	-3	/	1	?	/
COc1ccc(CCNC(=O)CCNS(=O)(=O)c2cccc3nonc23)cc1OC	/	-2	4	-0.2	-18	-2	-1	-1.2	-1.5
CC1(C(=O)O)CCC(C(=O)Nc2ccccc2O)C1(C)C (stereo unspecified)	/	?	-5	?	-4	-1	-8	0.3	-0.7
O=C(CN1C2CCC1CC(NC(=O)NC1CCCCC1)C2)NC1CC1 (stereo unspecified)	/	0	-4	0.3	0	3	-20	0.1	-0.2
COC(=O)[C@]1(C)N[C@H](CN(C)S(=O)(=O)c2ccccc2)[C@@H]2C(=O)N(C)C(=O)[C@@H]21	-2.6	-3	1	0.1	-1	/	2	-1.4	-1.0
COc1cc(C(=O)Nc2ccc(NC(=O)C(C)C)nc2)cc(OC)c1OC	/	-3	4	-0.1	1	/	-12	2.7	6.7*
CN(C(=O)COC(=O)c1ccc2ccccc2n1)C1CCCCC1	-11	-3	-3	0.4	5	/	-4	0.6	i

Part of the list above with just 3CLpro inhibitor and Yp Topo-I inh:
molecule | 3CLpro inhibitor | Yp Topo-I inh
CC1(C(=O)O)CCC(C(=O)Nc2ccccc2O)C1(C)C (stereo unspecified) | -1 | -5
O=C(CN1C2CCC1CC(NC(=O)NC1CCCCC1)C2)NC1CC1 (stereo unspecified) | 3 | -4
COC(=O)[C@]1(C)N[C@H](CN(C)S(=O)(=O)c2ccccc2)[C@@H]2C(=O)N(C)C(=O)[C@@H]21 | / | 1
COc1cc(C(=O)Nc2ccc(NC(=O)C(C)C)nc2)cc(OC)c1OC | / | 4
CN(C(=O)COC(=O)c1ccc2ccccc2n1)C1CCCCC1 | / | -3

Complete entries from above. Order of screens: TcdB GH inh, Anthrax LF inh2, Yp Topo-I inh, BoNT A protease, PrPC TRFRET, 3CLpro inhibitor, SSB-PriA inh, PfHsp40 rescue, Vc quorum ag
`COC(=O)[C@]1(C)N[C@H](CN(C)S(=O)(=O)c2ccccc2)[C@@H]2C(=O)N(C)C(=O)[C@@H]21` reads -2.6, -3, 1, 0.1, -1, /, 2, -1.4, -1.0
`CC1(C(=O)O)CCC(C(=O)Nc2ccccc2O)C1(C)C` (stereo unspecified) reads /, ?, -5, ?, -4, -1, -8, 0.3, -0.7
`COc1cc(C(=O)Nc2ccc(NC(=O)C(C)C)nc2)cc(OC)c1OC` reads /, -3, 4, -0.1, 1, /, -12, 2.7, 6.7*
